High-throughput results: PubChem, several laboratories
KCNQ1 block – blocks the human KCNQ1 potassium channel; P51787; CHO-K1 KCNQ1, FluxOR thallium flux fluorescence; stronger effect = higher value; B-score at 10 µM; 1.3% of 310,000 active; AID 2642;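 active = compounds whose thallium flux B-score, printed positive for inhibition, exceeds three library SD while starting fluorescence stays within three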;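 note: channel opened by potassium depolarization with thallium stimulus after 20 min compound exposure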
ANO1 activ – activates or potentiates the mouse TMEM16A chloride channel. B-score at 10 µM. Q8BHY3. HEK293 TMEM16A/YFP-H148Q/I152L, iodide quench fluorescence; stronger effect = lower value. 0.3% of 340,000 active;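 active = fluorescence-ratio B-score plate-corrected deviation score at least 3 library SD below zero, with starting fluorescence score within 5 deviations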;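 note: channel opened by trigger with iodide after compound preincubation; score built on the fluorescence ratio of max minus min over baseline; more negative score means more quench and so TMEM16A activation or potentiation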
HDAC3 inh – human HDAC3 inhibition; O15379; recombinant HDAC3, fluorogenic peptide/trypsin coupled, fluorescence; inhibition, % at 8.3 µM; 0.15% of 320,000 active; in the data active = inhibition above about 26%, passing the limit was not always enough
hERG protect – shields human hERG channel from block by proarrhythmic agents; Q12809; CHO-hERG, FluxOR thallium flux, dofetilide IC70 present; activation (rescue from dofetilide block), less the hit threshold, % at 10 µM; 0.51% of 310,000 active; AID 1511;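 active = activation above the mean of controls blocked by dofetilide plus 5 SD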;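 note: thallium influx through hERG after potassium depolarization seen as dye fluorescence rise; in these data hits start at about 4.7%; inactives centre near -7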
Target sequence (Q12809 whole entry, looked up): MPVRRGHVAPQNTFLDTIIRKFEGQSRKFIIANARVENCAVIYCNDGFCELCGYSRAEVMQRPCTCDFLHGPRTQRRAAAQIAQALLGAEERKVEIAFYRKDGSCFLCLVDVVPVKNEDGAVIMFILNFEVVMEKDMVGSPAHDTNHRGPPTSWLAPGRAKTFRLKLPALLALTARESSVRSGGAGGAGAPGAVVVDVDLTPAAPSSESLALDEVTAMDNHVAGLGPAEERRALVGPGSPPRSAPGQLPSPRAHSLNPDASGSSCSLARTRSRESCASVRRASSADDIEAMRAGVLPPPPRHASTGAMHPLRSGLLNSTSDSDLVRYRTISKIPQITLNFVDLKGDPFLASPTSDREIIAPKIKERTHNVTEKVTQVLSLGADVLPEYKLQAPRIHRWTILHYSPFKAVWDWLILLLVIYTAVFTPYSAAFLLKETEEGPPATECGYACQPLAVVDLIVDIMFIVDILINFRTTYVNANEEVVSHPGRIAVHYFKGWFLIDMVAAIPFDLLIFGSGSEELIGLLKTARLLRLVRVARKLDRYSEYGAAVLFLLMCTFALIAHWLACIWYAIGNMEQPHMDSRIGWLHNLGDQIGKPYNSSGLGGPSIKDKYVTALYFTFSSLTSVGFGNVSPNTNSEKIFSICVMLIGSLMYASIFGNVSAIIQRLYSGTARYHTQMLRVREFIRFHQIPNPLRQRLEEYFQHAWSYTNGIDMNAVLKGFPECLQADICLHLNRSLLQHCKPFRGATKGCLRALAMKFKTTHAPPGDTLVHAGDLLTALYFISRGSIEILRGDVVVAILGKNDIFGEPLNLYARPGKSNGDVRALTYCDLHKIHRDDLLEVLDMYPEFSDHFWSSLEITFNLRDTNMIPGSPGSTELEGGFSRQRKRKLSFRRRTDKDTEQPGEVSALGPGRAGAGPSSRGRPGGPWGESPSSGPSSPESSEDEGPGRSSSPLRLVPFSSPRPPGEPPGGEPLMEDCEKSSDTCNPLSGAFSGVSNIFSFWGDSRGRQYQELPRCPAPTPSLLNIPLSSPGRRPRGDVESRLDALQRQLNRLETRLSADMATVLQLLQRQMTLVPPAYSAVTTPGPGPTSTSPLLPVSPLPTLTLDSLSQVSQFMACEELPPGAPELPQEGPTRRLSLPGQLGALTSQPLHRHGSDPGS
KCNK9 inh – human KCNK9 channel inhibition. HEK293 KCNK9, FluxOR thallium flux fluorescence; stronger effect = lower value. 1.2% of 310,000 active. B-score at 10 µM. Q9NPC2;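 active = ratio B-score over 3 SD below the library mean, with starting fluorescence within 5 SD of its mean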;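 note: negative B-score means less thallium flux so channel inhibition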
ANO1 block – blocks the mouse calcium-activated chloride channel TMEM16A. Q8BHY3. HEK293 TMEM16A/YFP iodide influx fluorescence, ionomycin. normalized B-score (activity score, 25-100; higher = stronger inhibition) at 10 µM. 1.2% of 310,000 active;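 active = ratio plate-corrected score three or more library SD toward inhibition, starting fluorescence score within five deviations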;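 note: score derived from kinetic fluorescence span divided by baseline fluorescence per well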
TRPC4 agonist – opens the mouse TRPC4 cation channel. Q9QUQ5. HEK293 TRPC4beta/mu-opioid, Fluo4 calcium fluorescence; stronger effect = higher value. B-score at 10 µM. 0.49% of 310,000 active;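 active = B-score above 5 SD of library B-scores, and initial fluorescence ratio not above library mean plus 5 SD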;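 note: positive B-score marks a calcium rise read as TRPC4 activation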
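Incubation: 45 min room-temperature Fluo4 loading, 110 s read / System: HEK293 cells stably co-expressing mouse TRPC4beta and mu-opioid receptor / Signal: Fluo4 fluorescence, kinetic / Control set: buffer (low) and maximal DAMGO (high) / Measure: integrated baseline-normalised fluorescence ratio, converted to per-well B score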
KCNQ1 act – human KCNQ1 channel potentiation or activation. B-score at 10 µM. P51787. AID 2648. 0.35% of 310,000 active. CHO-K1 KCNQ1, thallium flux FluxOR fluorescence; stronger effect = higher value;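 active = fluorescence ratio B-score, a plate-corrected score, at least three library SD, with initial intensity B-score within 5 SD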
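System: CHO-K1 cells stably expressing KCNQ1 / Medium: assay buffer for compound exposure, DMSO matched across wells / Reagent: thallium- and potassium-containing depolarizing buffer / Compound: one concentration, matched DMSO / Incubation: 20 min compound pretreatment at room temperature / Measured by: kinetic FluxOR fluorescence, 10 s baseline plus 110 s post-stimulus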
DYRK1A inh – Dyrk1A (rat) kinase inhibition; 0.43% of 310,000 active; ADP-Glo luminescence, NFATc1 peptide; inhibition, % at 12.5 µM; in the data active = inhibition above about 50%;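 note: plate controls were vehicle with enzyme for no effect and no enzyme for full effect; many of its hits are not listed in these tables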
KCNK3 block – human KCNK3 channel inhibition, primary screen. O14649. CHO-KCNK3 thallium flux, FluxOR fluorescence; stronger effect = lower value. B-score at 10 µM. 0.84% of 340,000 active. AID 602410;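 active = B-score under library mean minus 4 SD, starting fluorescence ratio at most library mean plus 5 SD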;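 note: more negative B-score means stronger inhibition of thallium flux through KCNK3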
TRPC4 potent – allosteric potentiators of mouse TRPC4 channel; AID 2227; HEK293 TRPC4beta/mu-opioid, DAMGO EC20, Fluo-4 Ca2+ flux; stronger effect = higher value; 0.42% of 310,000 active; B-score at 10 µM;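 active = B-score of calcium response area above 5 SD of library B-scores, with initial fluorescence ratio within 5 SD of library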;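 note: B-score of integrated fluorescence ratio over time as area under calcium response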
An asterisk follows results filed as active.

How did CN(CC(=O)Nc1cccc(F)c1)C(=O)c1cc([N+](=O)[O-])ccc1N1CCOCC1 do in these assays?
KCNQ1 block: inactive; ANO1 activ: inactive; HDAC3 inh: 2.5; hERG protect: -10.6; KCNK9 inh: inactive; ANO1 block: inactive; TRPC4 agonist: inactive; KCNQ1 act: inactive; DYRK1A inh: -4.3; KCNK3 block: inactive; TRPC4 potent: inactive

How did COc1cc(C(CCN2CCCCC2)c2c(OC)cc(OC)c3c(C)cc(=O)oc23)cc(OC)c1OC (stereo not drawn) do in these assays?
KCNQ1 block: inactive; ANO1 activ: inactive; HDAC3 inh: 5.9; hERG protect: -13.6; KCNK9 inh: inactive; ANO1 block: inactive; TRPC4 agonist: inactive; KCNQ1 act: inactive; DYRK1A inh: 4.1; KCNK3 block: inactive; TRPC4 potent: inactive

How did CC(C)Oc1ccc(C(=O)N2CCCc3ccccc32)cc1 do in these assays?
KCNQ1 block: inactive; ANO1 activ: inactive; HDAC3 inh: 7.2; hERG protect: -11.9; KCNK9 inh: inactive; ANO1 block: inactive; TRPC4 agonist: inactive; KCNQ1 act: inactive; DYRK1A inh: -0.9; KCNK3 block: inactive; TRPC4 potent: inactive

What do the screens show for `Cc1c(CCCC(=O)O)sc(N)c1C(=O)c1cccc(C(F)(F)F)c1`?
KCNQ1 block: inactive; ANO1 activ: inactive; HDAC3 inh: -7.4; hERG protect: -3.8; KCNK9 inh: inactive; ANO1 block: inactive; TRPC4 agonist: inactive; KCNQ1 act: inactive; DYRK1A inh: 1.0; KCNK3 block: inactive; TRPC4 potent: inactive

Results for O=c1[nH]c(=S)[nH]nc1Cc1ccccc1 ?
KCNQ1 block: inactive; ANO1 activ: inactive; HDAC3 inh: 2.8; hERG protect: -1.6; KCNK9 inh: inactive; ANO1 block: inactive; TRPC4 agonist: inactive; KCNQ1 act: inactive; DYRK1A inh: 2.4; KCNK3 block: inactive; TRPC4 potent: inactive

What do the screens show for `Oc1ccc(Br)cc1CNc1ccccn1`?
KCNQ1 block: inactive; ANO1 activ: inactive; hERG protect: -8.1; KCNK9 inh: inactive; ANO1 block: inactive; TRPC4 agonist: inactive; KCNQ1 act: inactive; DYRK1A inh: -4.1; KCNK3 block: inactive; TRPC4 potent: inactive

Results for CCN(Cc1nc(-c2cccc(C)c2)no1)C(=O)c1ccc2c(c1)OCO2 ?
KCNQ1 block: inactive; ANO1 activ: inactive; HDAC3 inh: 5.0; hERG protect: -10.1; KCNK9 inh: inactive; ANO1 block: inactive; TRPC4 agonist: inactive; KCNQ1 act: inactive; DYRK1A inh: -0.8; KCNK3 block: inactive; TRPC4 potent: inactive

How did Cc1ccc(NC(=O)Nc2cc(C(F)(F)F)c[nH]c2=O)cc1 do in these assays?
KCNQ1 block: inactive; ANO1 activ: inactive; HDAC3 inh: 12.6; hERG protect: -4.2; KCNK9 inh: inactive; ANO1 block: inactive; TRPC4 agonist: inactive; KCNQ1 act: inactive; DYRK1A inh: 1.8; KCNK3 block: inactive; TRPC4 potent: inactive

Results for O=C(Nc1ccccc1)C1=C(O)CC(c2ccc(Cl)cc2)N2CCN=C12 (stereo not drawn) ?
KCNQ1 block: inactive; ANO1 activ: inactive; HDAC3 inh: 8.3; hERG protect: -2.2; KCNK9 inh: inactive; ANO1 block: inactive; TRPC4 agonist: inactive; KCNQ1 act: inactive; DYRK1A inh: -0.5; KCNK3 block: inactive; TRPC4 potent: inactive

How did CCN(CC)S(=O)(=O)c1cccc(C(=O)Nc2sc3c(c2C(N)=O)CCCC3)c1 do in these assays?
KCNQ1 block: inactive; ANO1 activ: inactive; HDAC3 inh: -1.2; hERG protect: -1.5; KCNK9 inh: inactive; ANO1 block: inactive; TRPC4 agonist: inactive; KCNQ1 act: inactive; DYRK1A inh: 1.7; KCNK3 block: inactive; TRPC4 potent: inactive

How did COc1ccc(OC)c(C(=O)Cn2nnc3ccccc3c2=O)c1 do in these assays?
KCNQ1 block: inactive; ANO1 activ: inactive; HDAC3 inh: -0.9; hERG protect: -7.6; KCNK9 inh: inactive; ANO1 block: inactive; TRPC4 agonist: inactive; KCNQ1 act: inactive; DYRK1A inh: 3.7; KCNK3 block: inactive; TRPC4 potent: inactive

What do the screens show for `CCN1CCc2nc3sc(C(=O)N4CCc5ccccc5C4)c(N)c3cc2C1`?
KCNQ1 block: inactive; ANO1 activ: inactive; HDAC3 inh: 10.2; hERG protect: -5.1; KCNK9 inh: inactive; ANO1 block: inactive; TRPC4 agonist: inactive; KCNQ1 act: inactive; DYRK1A inh: 1.0; KCNK3 block: inactive; TRPC4 potent: inactive

Results for Cc1ccc(NC(=O)C2CCCN2S(=O)(=O)c2cccc3cccnc23)c(C)c1 (stereo not drawn) ?
KCNQ1 block: inactive; ANO1 activ: inactive; HDAC3 inh: 4.1; hERG protect: -8.2; KCNK9 inh: inactive; ANO1 block: inactive; TRPC4 agonist: inactive; KCNQ1 act: inactive; DYRK1A inh: 0.3; KCNK3 block: inactive; TRPC4 potent: inactive

What do the screens show for `C=CCOC(=O)C1=C(C)NC2(O)c3ccccc3C(=O)C12O` (stereo not drawn)?
KCNQ1 block: inactive; ANO1 activ: inactive; hERG protect: -5.8; KCNK9 inh: inactive; ANO1 block: inactive; TRPC4 agonist: inactive; KCNQ1 act: inactive; DYRK1A inh: -0.6; KCNK3 block: inactive; TRPC4 potent: inactive

How did Cc1c(C(=O)N2CCc3ccccc3C2)oc2ccc(S(=O)(=O)N3CCCCCC3)cc12 do in these assays?
KCNQ1 block: inactive; ANO1 activ: inactive; HDAC3 inh: -3.8; hERG protect: -18.1; KCNK9 inh: -6.76*; ANO1 block: inactive; TRPC4 agonist: inactive; KCNQ1 act: inactive; DYRK1A inh: -4.0; KCNK3 block: inactive; TRPC4 potent: inactive

What do the screens show for `CC1(C)Cc2c(oc3ncn4ncnc4c23)CO1`?
KCNQ1 block: inactive; ANO1 activ: inactive; HDAC3 inh: -0.2; hERG protect: -6.0; KCNK9 inh: inactive; ANO1 block: inactive; TRPC4 agonist: inactive; KCNQ1 act: inactive; DYRK1A inh: 4.1; KCNK3 block: inactive; TRPC4 potent: inactive

Results for O=C(c1ccco1)N1CCN(c2nc(C(F)(F)F)nc3c2nnn3Cc2ccccc2)CC1 ?
KCNQ1 block: inactive; ANO1 activ: inactive; HDAC3 inh: -4.2; hERG protect: -17.1; KCNK9 inh: inactive; ANO1 block: inactive; TRPC4 agonist: inactive; KCNQ1 act: inactive; DYRK1A inh: 22.3; KCNK3 block: inactive; TRPC4 potent: inactive

How did COc1ccc(N2CCN(CC(=O)c3ccc(Cl)cc3)CC2)cc1 do in these assays?
KCNQ1 block: inactive; ANO1 activ: inactive; HDAC3 inh: -1.2; hERG protect: -8.7; KCNK9 inh: inactive; ANO1 block: inactive; TRPC4 agonist: inactive; KCNQ1 act: inactive; DYRK1A inh: 1.2; KCNK3 block: inactive; TRPC4 potent: inactive

What do the screens show for `COc1ccccc1C(=O)NNC(=O)C(=O)N1CCCCC1`?
KCNQ1 block: inactive; ANO1 activ: inactive; HDAC3 inh: -0.2; hERG protect: -7.6; KCNK9 inh: inactive; ANO1 block: inactive; TRPC4 agonist: inactive; KCNQ1 act: inactive; DYRK1A inh: -4.3; KCNK3 block: inactive; TRPC4 potent: inactive

How did Cc1cc2nc(N3CCN(C(=O)c4ccco4)CC3)sc2cc1C do in these assays?
KCNQ1 block: inactive; ANO1 activ: inactive; HDAC3 inh: 5.2; hERG protect: -14.9; KCNK9 inh: inactive; ANO1 block: inactive; TRPC4 agonist: inactive; KCNQ1 act: inactive; DYRK1A inh: -10.0; KCNK3 block: inactive; TRPC4 potent: inactive

What do the screens show for `CC1(C)CC(=O)N(CC(=O)O)c2ccccc2S1`?
KCNQ1 block: inactive; ANO1 activ: inactive; HDAC3 inh: -4.9; hERG protect: -7.5; KCNK9 inh: inactive; ANO1 block: inactive; TRPC4 agonist: inactive; KCNQ1 act: inactive; DYRK1A inh: 2.9; KCNK3 block: inactive; TRPC4 potent: inactive

How did Cc1cc(NC(=O)c2cccnc2)ccc1Br do in these assays?
KCNQ1 block: inactive; ANO1 activ: inactive; HDAC3 inh: 0.7; hERG protect: -8.5; KCNK9 inh: inactive; ANO1 block: inactive; TRPC4 agonist: inactive; KCNQ1 act: inactive; DYRK1A inh: 0.7; KCNK3 block: inactive; TRPC4 potent: inactive

What do the screens show for `Cc1ccc(N2CCN(C(=S)c3ccc(-c4ccccc4[N+](=O)[O-])o3)CC2)cc1`?
KCNQ1 block: inactive; ANO1 activ: inactive; HDAC3 inh: 6.0; hERG protect: -2.7; KCNK9 inh: inactive; ANO1 block: inactive; TRPC4 agonist: inactive; KCNQ1 act: inactive; DYRK1A inh: -1.5; KCNK3 block: inactive; TRPC4 potent: inactive

What do the screens show for `Cn1c(NCc2ccccc2Cl)nc2ccccc21`?
KCNQ1 block: inactive; ANO1 activ: inactive; HDAC3 inh: 7.9; hERG protect: -9.1; KCNK9 inh: inactive; ANO1 block: inactive; TRPC4 agonist: inactive; KCNQ1 act: inactive; DYRK1A inh: -9.3; KCNK3 block: inactive; TRPC4 potent: inactive

Results for COc1ccc(S(=O)(=O)NCc2ccc3c(c2)cc(C)n3C)cc1 ?
KCNQ1 block: inactive; ANO1 activ: inactive; HDAC3 inh: 2.4; hERG protect: -6.8; KCNK9 inh: inactive; ANO1 block: inactive; TRPC4 agonist: inactive; KCNQ1 act: inactive; DYRK1A inh: 1.0; KCNK3 block: inactive; TRPC4 potent: inactive

Results for CCCNC(=O)NC(=O)COC(=O)/C=C/c1cc(Br)ccc1F ?
KCNQ1 block: inactive; ANO1 activ: inactive; HDAC3 inh: 0.4; hERG protect: -10.2; KCNK9 inh: inactive; ANO1 block: inactive; TRPC4 agonist: inactive; KCNQ1 act: inactive; DYRK1A inh: 9.3; KCNK3 block: inactive; TRPC4 potent: inactive

What do the screens show for `COCCNCc1ccccc1`?
KCNQ1 block: inactive; ANO1 activ: inactive; HDAC3 inh: -12.2; hERG protect: -8.9; KCNK9 inh: inactive; ANO1 block: inactive; TRPC4 agonist: inactive; KCNQ1 act: inactive; DYRK1A inh: 0.1; KCNK3 block: inactive; TRPC4 potent: inactive

This is a subset; the hit share may differ from the screen's.
